GPR151 activ: activators of human GPR151, primary screen, cell-based, PathHunter beta-arrestin, luminescence | PathHunter beta-arrestin GPR151 cells | activation, % at 11.2 µM | 1% of 650,000 active | AID 1508602, 2020; in the data active means activation above about 4.9%;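 further: 0% = median of compound wells and 100% = cells with positive control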
FBW7 act: FBW7 E3 ligase activators, primary screen, biochemical, AlphaScreen, human. F-box/WD repeat-containing protein 7 (Homo sapiens), Q969H0. AlphaScreen FBW7–phospho-cyclin E peptide binding, activator screen. normalized activity (activation), % at 26.1 µM. 0.13% of 650,000 active; in the data active means normalized activity above about 1.9%;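 further: purified mutant Fbw7 with reduced substrate affinity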
Target sequence (Q969H0 whole entry, looked up): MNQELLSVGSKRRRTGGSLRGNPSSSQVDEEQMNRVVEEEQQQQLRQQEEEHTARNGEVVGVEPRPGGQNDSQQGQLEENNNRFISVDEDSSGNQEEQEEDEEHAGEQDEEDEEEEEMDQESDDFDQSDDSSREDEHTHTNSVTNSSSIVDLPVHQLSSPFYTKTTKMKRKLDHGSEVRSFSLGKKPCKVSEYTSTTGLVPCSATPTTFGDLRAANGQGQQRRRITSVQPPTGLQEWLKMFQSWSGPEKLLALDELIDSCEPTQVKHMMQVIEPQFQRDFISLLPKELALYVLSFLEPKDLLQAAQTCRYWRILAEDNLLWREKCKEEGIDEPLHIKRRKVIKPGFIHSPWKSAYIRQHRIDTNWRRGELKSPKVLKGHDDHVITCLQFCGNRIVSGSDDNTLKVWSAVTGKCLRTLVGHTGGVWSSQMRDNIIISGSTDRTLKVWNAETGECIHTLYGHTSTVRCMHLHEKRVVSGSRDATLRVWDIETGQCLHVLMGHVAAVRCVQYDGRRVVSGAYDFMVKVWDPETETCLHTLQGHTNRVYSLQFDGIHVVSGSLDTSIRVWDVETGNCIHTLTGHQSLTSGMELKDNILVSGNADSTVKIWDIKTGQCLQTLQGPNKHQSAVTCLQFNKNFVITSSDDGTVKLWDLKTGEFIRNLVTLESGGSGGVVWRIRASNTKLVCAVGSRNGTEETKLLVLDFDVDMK
TEAD-YAP inh: TEAD-YAP interaction inhibition, primary screen, TEAD-YAP interaction inhibitor project, luminescence, HEK-TIYL cells. inhibition, % at 9.12 µM. AID 1259422, 2018. 1.4% of 640,000 active. TEAD-Gal4/YAP UAS-luciferase luminescence; in the data active means inhibition above about 32%;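 further: 0% = median of test compound wells and 100% = reference inhibitor wells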
MITF primary: MITF inhibitors, primary screen, biochemical, AlphaScreen, human; Microphthalmia-associated transcription factor (Homo sapiens), O75030; AlphaScreen MITF homodimerization, bead proximity signal; inhibition, % at 2.6 µM; 0.91% of 650,000 active; AID 1259374, 2018; in the data active means inhibition above about 50%;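 further: 0% = vehicle wells with protein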
* marks the source's active call; other numbers are inactive results; . = no result given.

SMILES | GPR151 activ | FBW7 act | TEAD-YAP inh | MITF primary
CN1CCN(C(=O)C(=O)N2CCN(C)CC2)CC1 | -0.9 | -0.2 | 4 | 4
CCOC(=O)C1CCCN(CC(O)COc2ccc(C(C)=O)cc2)C1 (configuration not stated) | 1.9 | 0.0 | 1 | 25
COc1cc(OC)c(C(=O)Nc2ccccc2C(C)(C)C)cc1OC | -0.2 | -0.2 | 0 | -10
CCCNC(=O)C1CCN(c2ncccn2)CC1 | 0.6 | -0.3 | -2 | 3
COc1cc(/C=C2\N=C(c3ccc(Cl)c([N+](=O)[O-])c3)OC2=O)ccc1OC(C)=O | 1.6 | -0.1 | 3 | -7
Cc1cc(C)c(S(=O)(=O)NCCc2ccc(S(N)(=O)=O)cc2)c(C)c1 | 7.1* | 0.1 | 12 | 4
Cc1ccc2c(C)nc(N3CCC(C(=O)NCCC(C)C)CC3)nc2c1 | -0.4 | -0.1 | -3 | 0
N/C(=N\c1nc2ccccc2o1)NC(=O)c1ccc(-c2ccccc2)cc1 | -0.1 | 0.4 | 10 | 8
O=C(Nc1cnc2cnc(-c3ccc(N4CCOCC4)cc3)cn12)C1CCOC1 (configuration not stated) | -0.7 | 2.4* | -18 | 6
Cc1ccc(OCC(=O)Nc2cc(-c3nc4ncccc4o3)ccc2Cl)cc1 | -1.2 | -0.1 | -2 | -1
O=C(COC(=O)C1CCC(=O)N1)Nc1cc(Cl)ccc1[N+](=O)[O-] (configuration not stated) | 0.5 | 0.1 | 0 | -6
CCOC(=O)c1cccc(N(Cc2ccccc2)S(=O)(=O)c2ccc([N+](=O)[O-])cc2)c1C | 0.1 | -0.3 | 1 | -4
O=C(c1ccc(N2CCC(NCc3cccnc3)CC2)cc1)N1CCc2ccccc2C1 | -0.5 | -0.1 | 8 | 10
Cc1cc(NC(=O)Nc2ccc(Cl)c(Cl)c2)no1 | 1.9 | 0.3 | -8 | 7
CC(=O)c1ccc(OC(=O)C(CCS(C)(=O)=O)N2C(=O)c3ccccc3C2=O)cc1 (configuration not stated) | -0.8 | -0.1 | 5 | -9
Cc1oc(-c2cccc(Cl)c2)nc1CSCC(=O)O | -0.6 | 0.2 | 16 | 4
O=C(NCCOc1cccc2cccnc12)c1ccc(F)c(F)c1 | 1.7 | 0.1 | -3 | 6
Cc1ccc(CNCc2c(C(=O)O)c(C)n(Cc3ccccc3)c2C)cc1 | -0.4 | -0.2 | 8 | 10
NCCCCCCNS(=O)(=O)c1cccc2ccccc12 | -0.1 | 0.2 | . | 1
COc1cccc(/C(C)=N/N2CCN(Cc3cccc4ccccc34)CC2)c1 | -0.7 | -0.2 | 8 | 2
O=C(NCc1ccc(Cl)cc1)c1cnn2c(C(F)(F)F)cc(-c3ccccc3)nc12 | 0.6 | 0.1 | 6 | 10
COCCNc1c(-c2cc3ccc(OC)cc3[nH]c2=O)nc2c(C)cccn12 | -0.7 | -0.2 | -4 | 5
O=C(Nc1cccc(Cl)c1)Nc1c(F)cccc1F | 1.3 | -0.1 | -27 | 3
COc1cccc(OC)c1OCCN(C)C | -0.5 | 0.0 | 5 | 59*
COc1ccc(CN2CCN(Cc3ccc(C)o3)CC2CCO)c(C)c1C (configuration not stated) | -0.5 | -0.1 | 5 | 10
COc1cc(C(=O)NCc2nnc(SCC(=O)N3CCc4ccccc43)n2-c2cc(C)ccc2C)cc(OC)c1OC | -1.4 | 0.2 | -5 | 11
C=CCNC(=O)CN1CCC(c2nc3ccccc3[nH]2)CC1 | -1.3 | -0.2 | 1 | -12
O=[N+]([O-])c1cc(C(F)(F)F)cc([N+](=O)[O-])c1NN=C1CCCCC1 | -1.4 | 0.0 | 3 | 4
CCC1CN(C(=O)Cn2nc3ccccc3n2)Cc2ccc(Cl)cc2O1 (configuration not stated) | -0.9 | 0.0 | 8 | 9
O=C(O)c1cccc(NS(=O)(=O)c2ccc(NC(=O)c3ccco3)cc2)c1 | -1.0 | -0.1 | -7 | 12
CCOc1cc(C)cc2oc(=O)c(C)c(C)c12 | -0.5 | 0.0 | 8 | -6
CCCCOc1ccc(C(=O)N(Cc2cccs2)C2CCS(=O)(=O)C2)cc1 (configuration not stated) | 0.9 | 0.0 | 8 | 1
COc1ccc(S(=O)(=O)N2CCC(C(=O)N3CCN(c4ccccc4F)CC3)CC2)cc1OC | 0.6 | 0.3 | 14 | 16
COc1ccc(/C=C(\C#N)c2nnc(NC(C)=O)s2)cc1 | -0.6 | 0.0 | -14 | 0
Cc1ccc(NC(=O)Cn2c3ccccc3c(=O)c3cc([N+](=O)[O-])ccc32)c(C)c1 | -0.7 | -0.1 | 2 | -1
CCOC(=O)c1c(C)c(C(=O)Nc2ccc(N(C)C)cc2)c(C)n1CC | -0.6 | -0.1 | 30 | 18

Among those listed so far, eight have a Cl atom:
SMILES | GPR151 activ | FBW7 act | TEAD-YAP inh | MITF primary
COc1cc(/C=C2\N=C(c3ccc(Cl)c([N+](=O)[O-])c3)OC2=O)ccc1OC(C)=O | 1.6 | -0.1 | 3 | -7
Cc1ccc(OCC(=O)Nc2cc(-c3nc4ncccc4o3)ccc2Cl)cc1 | -1.2 | -0.1 | -2 | -1
O=C(COC(=O)C1CCC(=O)N1)Nc1cc(Cl)ccc1[N+](=O)[O-] (configuration not stated) | 0.5 | 0.1 | 0 | -6
Cc1cc(NC(=O)Nc2ccc(Cl)c(Cl)c2)no1 | 1.9 | 0.3 | -8 | 7
Cc1oc(-c2cccc(Cl)c2)nc1CSCC(=O)O | -0.6 | 0.2 | 16 | 4
O=C(NCc1ccc(Cl)cc1)c1cnn2c(C(F)(F)F)cc(-c3ccccc3)nc12 | 0.6 | 0.1 | 6 | 10
O=C(Nc1cccc(Cl)c1)Nc1c(F)cccc1F | 1.3 | -0.1 | -27 | 3
CCC1CN(C(=O)Cn2nc3ccccc3n2)Cc2ccc(Cl)cc2O1 (configuration not stated) | -0.9 | 0.0 | 8 | 9

Next section
SMILES | GPR151 activ | FBW7 act | TEAD-YAP inh | MITF primary
CN1C(=O)CC(C(=O)O)SC1=Nc1cc(Cl)cc(Cl)c1 (configuration not stated) | 2.4 | 0.1 | -2 | 20
Cc1c(NC(=O)c2cc3c(s2)CCCC3)c(=O)n(-c2ccccc2)n1C | -0.5 | 0.0 | -1 | -22
CC(C)c1ccc(NC(=O)c2ccc3c(c2)N(CC#N)C(=O)C(C)(C)O3)cc1 | 0.7 | 0.1 | 2 | -7
CCOC(=O)c1ccc(NC(=O)c2cccc(Cl)c2)cc1 | -1.0 | 0.3 | -54 | -11
O=C(Nc1ccc(Cl)c(Cl)c1)c1cnccn1 | -0.1 | -0.2 | -22 | -8
CCOC(=O)C1=C(O)/C(=C/c2ccc3c(c2)OCO3)N=C1C | 1.0 | 0.1 | 5 | 11
CCc1ccc(N2C(=O)CN(Cc3cccs3)C2=S)cc1 | -1.4 | -0.1 | -31 | -1
CCN=c1scc(-c2ccccc2)n1/N=C/c1ccc2c(c1)OCO2 | -2.2 | 0.1 | -13 | 17
O=C(CCC(=O)NC1CC1)NNc1nc2ccccc2c2nc(-c3ccccc3)nn12 | -1.1 | -0.1 | 4 | 3
c1ccc(C2NCCc3c2[nH]c2ccccc32)cc1 (configuration not stated) | -0.7 | 0.0 | . | 21
CC(=O)c1ccc(-c2cnc3[nH]c(=O)n(C4CCCCC4)c3n2)s1 | -0.1 | -0.5 | 8 | -12
COc1cc(C23CC4CC(CC(C4)C2)C3)ccc1C(=O)n1ccnc1 | 0.8 | 0.7 | 8 | 12
COCCNC(=O)c1ccc(OC)c(Br)c1 | 1.0 | 0.1 | 16 | 26
Cc1ccc(OCCOc2ccc(=O)n(-c3ccccc3)n2)cc1 | -1.8 | 0.1 | 11 | 4
Cc1ccc(-c2nc3cnccn3c2Nc2ccccc2C)o1 | 1.3 | 0.0 | -9 | -3
COc1ccc(C2=NN(C(=O)c3ccco3)C(c3ccccc3O)C2)cc1 (configuration not stated) | -1.0 | -0.1 | -3 | 6
Cc1cc2cc(C#N)c(NCCCNC(=O)/C=C/C(=O)O)nc2cc1C | 0.0 | 0.0 | -23 | 2
Cc1ccc(C2=N/C(=C\c3cccc(Cl)c3)C(=O)O2)cc1C | 0.4 | -0.1 | -5 | 3
Cc1ccc(-c2ocnc2C(=O)NC(C)CCc2ccco2)cc1 (configuration not stated) | -0.3 | 0.2 | 0 | 12
O=S1(=O)N=CN(Cc2cccc(F)c2)c2ccccc21 | -0.1 | -0.1 | -4 | 1
Cc1[nH]c2ccccc2c1CCNC(=O)c1ccc(Cl)c(Cl)c1 | -0.4 | -0.2 | -6 | -7
COc1cc(C2C3=C(c4ccccc4C3=O)N(C(C)=O)c3c2c(=O)n(C)c(=O)n3C)ccc1OC(C)=O (configuration not stated) | -0.1 | -0.1 | -1 | -7
CC(=O)c1ccc(-n2nnnc2SCC(=O)NCCc2ccccc2)cc1 | 0.0 | -0.2 | 1 | -1
O=c1c2[nH]c3ccccc3c2ncn1CCCN1CCN(C2CCCCC2)CC1 | -1.3 | 0.2 | 7 | 13

Grouped by structure: the compounds so far with a furan ring, fused or not.
SMILES | GPR151 activ | FBW7 act | TEAD-YAP inh | MITF primary
COc1ccc(CN2CCN(Cc3ccc(C)o3)CC2CCO)c(C)c1C (configuration not stated) | -0.5 | -0.1 | 5 | 10
O=C(O)c1cccc(NS(=O)(=O)c2ccc(NC(=O)c3ccco3)cc2)c1 | -1.0 | -0.1 | -7 | 12
Cc1ccc(-c2nc3cnccn3c2Nc2ccccc2C)o1 | 1.3 | 0.0 | -9 | -3
COc1ccc(C2=NN(C(=O)c3ccco3)C(c3ccccc3O)C2)cc1 (configuration not stated) | -1.0 | -0.1 | -3 | 6
Cc1ccc(-c2ocnc2C(=O)NC(C)CCc2ccco2)cc1 (configuration not stated) | -0.3 | 0.2 | 0 | 12

Continued.
SMILES | GPR151 activ | FBW7 act | TEAD-YAP inh | MITF primary
O=C(O)COc1ccc(NS(=O)(=O)c2ccc([N+](=O)[O-])cc2)cc1 | -0.8 | -0.1 | 3 | 12
Cc1c(C(=O)Nc2nnc(CC(C)C)s2)cccc1[N+](=O)[O-] | 1.8 | -0.2 | 10 | -2
Cc1ccc(C2(C)CC(C)(C)N(C(=O)CSc3nnc(C)s3)c3ccccc32)cc1 (configuration not stated) | -2.8 | -0.2 | 0 | 1
O=C(NCc1nnc2n1CCN(Cc1cnc(-c3ccccc3)s1)CC2)C1CCOC1 (configuration not stated) | 1.2 | 0.1 | -21 | 9
CCN(CC)C(=O)c1sc2ncnc(N3CCN(c4ccccn4)CC3)c2c1C | 0.2 | -0.2 | 7 | -6
CCNC(=O)C(=O)Nc1ccccc1CC | 2.0 | 0.1 | -8 | 19
Fc1ccccc1C1CN(Cc2ccncc2)Cc2ccccc2O1 (configuration not stated) | 0.8 | 0.2 | 7 | -5
CCN1CCN(C(=O)C2(NC(=O)NC3CCCCC3)CCCCC2)CC1 | 0.4 | -0.1 | -3 | 5
COc1ccc(OS(=O)(=O)c2cn(C)c(=O)n(C)c2=O)cc1 | 0.0 | -0.4 | -3 | 0
O=C(O)c1cc(C(=O)O)cc(N2C(=O)Nc3ccccc3N2O)c1 | 0.6 | 0.1 | -4 | -6
Cc1cc2nc(Cc3cc(Br)ccc3F)c(=O)[nH]c2cc1C | 0.1 | 0.0 | 8 | 1
Cc1[nH]c2ccccc2c1/C=C(\C#N)C(N)=O | 0.8 | 0.0 | -9 | -1
Cc1cc(C)nc(N2CCC(NCC3CCCCC3)CC2)n1 | 0.5 | 0.6 | 0 | -2
CC(=O)NNC(=O)CSc1nnnn1C(C)C | 0.1 | -0.1 | -7 | -8
CCCNC(=O)C(=O)NCc1ccc(CC)cc1 | -1.9 | 0.1 | -16 | 13
COc1ccc(C2C(C#N)=C(N)OC3=C2C(=O)CC(C)(C)C3)cc1[N+](=O)[O-] (configuration not stated) | -1.6 | -0.1 | -3 | -1
CC(C)(C)c1ccc(OCc2nnc(NC(=O)c3ccc(C(C)(C)C)cc3)s2)cc1 | 1.5 | 0.0 | 11 | 8
CCCOC(=O)c1ccc(Nc2c(C(=O)OCC)cnc3ccc(C(=O)OCC)cc23)cc1 | 0.2 | -0.2 | 1 | 2
COc1cc(OC)cc(C(=O)Nc2ccc(Cl)c(-c3nc4cc(C)ccc4o3)c2)c1 | -0.2 | 0.2 | 4 | 2
C=CC1=NC(c2ccccc2)(c2ccccc2)c2ccccc2N1 | -0.9 | 0.6 | -3 | 5
O=C(Cn1cnc2c(-c3ccc(F)cc3)csc2c1=O)NCc1ccccc1 | -0.1 | -0.2 | 49* | 0
COc1ccc2cc3cc(C(=O)N4CCN(c5ccccc5)CC4)oc3nc2c1 | -0.7 | 0.1 | -3 | 7
COC(=O)C(C(=O)OC)C(C(=O)OC)(C(=O)OC)C(C(=O)OC)C(=O)OC | 0.7 | -0.1 | -2 | -5
Cc1cc(NS(=O)(=O)c2ccc(NC(=O)[C@@H]3CCCC[C@@H]3C(=O)O)cc2)no1 | 2.0 | -0.1 | 6 | -7
CCS(=O)(=O)N1CCCC(c2nc3c(nnn3Cc3ccccc3)c(=O)[nH]2)C1 (configuration not stated) | -0.6 | -0.1 | 8 | 3
CC(C)c1ccc(N(CC(=O)Nc2ccccc2C(F)(F)F)S(C)(=O)=O)cc1 | 0.8 | -0.1 | 8 | -2

From PubChem

Outcome played no part in choosing rows (roughly 3.4% active in at least one column).
